Source: PubChem BioAssay (several laboratories)
SUMO HTRF inh: blocks human SUMOylation mediated by UBC9; AID 2006; 290,000 compounds, 0.36% hits; P63279; HTRF SUMOylation assay, SAE1/SAE2 + UBC9, in vitro; inhibition, % at 35 µM; in the data active = inhibition above about 50%, passing the limit was not always enough; also: strong numbers were not always called active
IMP-1 inh: blocks Pseudomonas aeruginosa IMP-1 metallo-beta-lactamase; purified IMP-1, nitrocefin hydrolysis, epi-absorbance fluorescence; inhibition, % at 5.6 µM; 290,000 compounds, 0.45% hits; AID 1556;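 active = inhibition above the mean plus 3 SD of all compounds in the same screening run, cut at about 4.5% in these data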;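 also: 0% = IMP-1 with DMSO and 100% = DMSO wells lacking enzyme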
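system = purified recombinant IMP-1 beta-lactamase | amount = 0.2 nM IMP-1, as dispensed | medium = HEPES buffer pH 7.1 with ZnSO4 and Brij 35 | times = 25 °C, 15 min preincubation, 25 min reaction | detection = plate fluorescence quenching by hydrolysis product, ex 480/em 530 nm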
PfM18AAP inh: blocks P. falciparum M18 aspartyl aminopeptidase; recombinant PfM18AAP, H-Glu-NHMec fluorogenic cleavage; 290,000 compounds, 1.2% hits; inhibition, % at 7.35 µM;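 active = inhibition above the campaign mean inhibition over all tested compounds plus 3 SD, cut at about 28% in these data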;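 also: 0% = plate median of test compound wells and 100% = 2 mM ZnCl2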
FID counter: counter-screen for HCV NS3 helicase inhibitors: DNA intercalator displacement; DNA fluorescent intercalator displacement, fluorescence; 290,000 compounds, 0.17% hits; AID 1845; inhibition, % at 7.9 µM; in the data active = inhibition above about 37%;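 also: 0% = vehicle and 100% = reference compound; higher means more ethidium bromide displaced from hairpin DNA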
p-CIP stab down: p/CIP protein destabilization; F442A p/CIP-EGFP cells, EGFP fluorescence, 16 h; decrease of EGFP signal, % at 10 µM; 290,000 compounds, 0.01% hits;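 active = EGFP signal decrease of at least 30% at 10 µM or well 3 SD below plate mean, unless failing retest; inactive = the rest, including hits failing retest or dose response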; also: some compounds called inactive have numbers as strong as hits; many of its hits are not listed in these tables
NS3 helicase inh: HCV NS3 helicase inhibition; NS3 helicase DNA unwinding, Cy5 molecular beacon fluorescence; inhibition, % at 10.9 µM; 290,000 compounds, 0.56% hits; AID 1800;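 active = inhibition above the mean of all tested compounds plus 3 SD, set per campaign, cut at about 35% in these data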;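 also: 0% = DMSO wells and 100% = thioflavine S control wells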
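System: HCV NS3 helicase fragment; control set: DMSO and thioflavine S; technique: Cy5 fluorescence at 0 and 60 min, beacon hairpin quenching; reagent: beacon DNA duplex substrate plus ATP; replicates: singlicate; schedule: 1 h reaction at 25 °C, ATP-initiated; medium: MOPS buffer pH 6.5 with MgCl2, DTT, Tween20, BSA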
VIM-2 inhibitor: blocks Pseudomonas aeruginosa VIM-2 metallo-beta-lactamase. purified VIM-2, nitrocefin hydrolysis, epi-absorbance fluorescence. inhibition, % at 5.6 µM. 290,000 compounds, 0.89% hits;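 active = inhibition above the mean of all tested compounds plus 3 SD, cutoff set per screening run, cut at about 7.5% in these data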;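 also: red hydrolysis product quenches plate fluorescence so inhibitors raise well fluorescence; 0% = enzyme with DMSO and 100% = DMSO without enzyme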
IDE cell inh: inhibits human insulin-degrading enzyme in HEK cells | inhibition, % at 5.59 µM | FAbetaB cleavage, fluorescence polarization | P14735 | 320,000 compounds, 0.41% hits;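 active = percent inhibition above the average of all tested compounds plus 3 SD, set per screening campaign, cut at about 16% in these data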;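 also: IDE supplied by intact live HEK cells; FP after avidin binding of uncleaved biotin substrate so inhibition keeps polarization high; 0% = DMSO wells and 100% = 60 µM reference IDE inhibitor Ii1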
Target sequence (P14735 whole entry, looked up): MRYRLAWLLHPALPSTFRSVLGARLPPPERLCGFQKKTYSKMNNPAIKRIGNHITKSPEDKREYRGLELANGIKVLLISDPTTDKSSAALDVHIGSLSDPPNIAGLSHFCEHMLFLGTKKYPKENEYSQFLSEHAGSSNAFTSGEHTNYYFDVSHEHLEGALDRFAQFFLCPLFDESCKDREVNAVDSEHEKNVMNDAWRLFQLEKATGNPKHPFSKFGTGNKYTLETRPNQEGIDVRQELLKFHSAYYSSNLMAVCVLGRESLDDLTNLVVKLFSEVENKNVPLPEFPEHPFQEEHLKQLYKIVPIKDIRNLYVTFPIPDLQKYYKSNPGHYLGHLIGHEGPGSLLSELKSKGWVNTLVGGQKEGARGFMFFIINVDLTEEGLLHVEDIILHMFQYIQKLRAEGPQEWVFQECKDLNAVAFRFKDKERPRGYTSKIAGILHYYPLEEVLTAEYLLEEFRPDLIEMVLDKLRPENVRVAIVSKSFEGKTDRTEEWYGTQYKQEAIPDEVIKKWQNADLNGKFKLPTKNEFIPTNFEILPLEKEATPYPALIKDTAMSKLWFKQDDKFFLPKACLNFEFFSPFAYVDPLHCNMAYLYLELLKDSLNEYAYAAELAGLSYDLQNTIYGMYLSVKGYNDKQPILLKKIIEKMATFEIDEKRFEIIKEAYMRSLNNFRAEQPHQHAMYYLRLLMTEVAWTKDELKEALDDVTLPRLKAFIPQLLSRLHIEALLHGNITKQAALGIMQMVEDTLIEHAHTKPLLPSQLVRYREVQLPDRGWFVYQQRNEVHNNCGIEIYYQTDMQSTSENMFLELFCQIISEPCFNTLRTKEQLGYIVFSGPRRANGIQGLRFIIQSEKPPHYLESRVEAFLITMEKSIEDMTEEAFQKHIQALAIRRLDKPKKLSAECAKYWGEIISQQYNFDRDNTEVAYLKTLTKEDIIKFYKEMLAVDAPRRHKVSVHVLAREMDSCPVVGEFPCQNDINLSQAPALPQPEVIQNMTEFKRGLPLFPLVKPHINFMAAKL
IDE cell activ: activators of human insulin-degrading enzyme in cells. HEK cells, FAbeta-B cleavage, fluorescence polarization; 0% vehicle, 100% cell-free pure enzyme wells. activation, % at 5.96 µM. 340,000 compounds, 0.073% hits;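 active = activation above the mean of all tested compounds plus 3 SD, set per screening campaign, cut at about 17% in these data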
The depositor's hits bear a star; x = not tested or not shown.

SMILES	SUMO HTRF inh	IMP-1 inh	PfM18AAP inh	FID counter	p-CIP stab down	NS3 helicase inh	VIM-2 inhibitor	IDE cell inh	IDE cell activ
COc1ccc(OCC(O)CNC(=O)c2cccs2)cc1 (stereo unspecified)	-12	-2.4	3	-3	-7	10	-3.4	3	5
O=C(/C=C/Nc1nccs1)C(F)(F)Cl	14	2.5	8	-1	-4	7	1.5	5	-6
COc1ccccc1OCCCOc1cccc(/C=C2\SC(=O)NC2=O)c1	28	-5.6	-12	-37	-10	44*	-3.7	4	0
CCOc1cc(NC(=S)NCc2ccco2)c(OCC)cc1NC(=O)C1CC1	0	-3.3	3	-7	-7	-7	-3.5	-4	-1
COc1ccc(N2CCN(Cc3nc4c(c(=O)n(C)c(=O)n4C)n3Cc3cccc(C)c3)CC2)cc1	-7	-1.3	3	-1	13	-1	-0.6	4	5
Cc1nn(CCCC(=O)NCCCN2CCN(C)CC2)c(=O)c2c1sc1ccccc12	12	-1.6	-9	19	-4	-5	12*	-3	-1
COc1cccc(C(=O)NNC(=O)C(=O)N2CCCCC2)c1	-2	0.2	-1	6	-5	-5	-2.3	-4	5
COc1ccc2nc(Cl)c(C3CC(c4ccco4)=NN3C(=O)CCC(=O)O)cc2c1 (stereo unspecified)	37	-5.8	-4	-42	-11	21	-1.0	7	0
O=C(N/N=C/C=C\c1ccccc1[N+](=O)[O-])c1cccnc1	20	-3.3	1	-3	-7	16	-3.3	1	0
COc1ccc([C@@H]2[C@@H]3C(=O)N(C(C)(C)C)C(=O)[C@@H]3[C@]3(C)C(=O)N(c4cccc(Br)c4)C(=O)N23)cc1	-20	-0.9	1	-37	1	-56	-1.2	2	-3
CC(NC(=O)COC(=O)C1=COCCO1)C12CC3CC(CC(C3)C1)C2 (stereo unspecified)	2	-1.7	-6	-12	12	-13	-0.8	0	2
O=C(CNC(=O)C(c1ccccc1)c1ccccc1)N/N=C\c1ccc(C(=O)O)cc1	11	0.6	0	-50	2	22	0.3	4	5
COc1ccc(N2CC(C(=O)Nc3nnc(SCC(=O)NCc4ccco4)s3)CC2=O)cc1 (stereo unspecified)	10	-3.0	23	-31	0	31	-5.6	7	3
COc1ccc(OCC(=O)N(Cc2ccco2)C2CCS(=O)(=O)C2)cc1 (stereo unspecified)	7	-2.2	-6	-14	-7	34	-2.6	2	x
CCN(Cc1ccccc1)C(=O)c1cc(-c2ccc(OC)c(OC)c2)nc2ccccc12	11	-2.2	15	-47	-15	-4	-3.0	7	-2
N/C(=N\OC(=O)N1CCOCC1)c1ccc(Br)cc1	12	-4.9	0	-2	-12	-3	-0.7	1	-1
COc1ccc(NC(=O)c2oc3ccccc3c2NC(=O)c2ccc3c(c2)OCO3)cc1	17	-4.8	-8	0	6	3	-3.1	-1	8
Cc1ccccc1NS(=O)(=O)c1c(C(=O)N2CCCCCC2)c(C)n(C)c1C	9	-4.8	2	-46	5	1	-5.2	3	-1
CCOC(=O)N1CCN(C(=O)c2ccc3c(=O)n(CCC4=CCCCC4)c(=O)[nH]c3c2)CC1	11	-2.9	3	-16	11	-9	-1.0	0	0
Cc1cc(NC(=O)CCC(=O)N(C2CC2)C2(C(=O)NC3CCCC3)CCC(C)CC2)no1 (stereo unspecified)	6	-0.3	-4	-36	-12	-14	-0.9	1	6
CCOCc1nnc(NC(=O)CSc2ccccc2)s1	3	-1.8	1	-3	1	7	-3.7	-7	3
Cc1ccc(CS(=O)(=O)CCC(=O)NCC2CCCO2)cc1 (stereo unspecified)	11	-3.6	-7	-3	-8	-8	-2.2	2	2
CCC(C)n1c(=N)c(C#N)cc2c(=O)n3cccc(C)c3nc21 (stereo unspecified)	7	-1.8	3	0	-14	-16	-1.2	5	-2
O=C(c1ccccc1)N1CCCCC(Sc2nnnn2-c2ccccc2)C1=O (stereo unspecified)	-9	-1.9	2	-8	-15	-9	-1.4	-1	6
O=c1cc(-c2ccccc2)nc2nc(-c3ccco3)[nH]n12	-3	-4.0	5	-2	3	5	-3.0	-4	0
O=S(=O)(c1cccc(-c2n[nH]c(=S)n2Cc2ccccc2)c1)N1CCOCC1	20	-3.1	15	-18	-1	-10	-2.2	-5	-1
CN(C)C(=O)c1ccc(COc2ccccc2Br)o1	16	-2.8	24	-18	-5	10	-0.7	0	-1
Cc1cc(C(=O)OC(C(=O)Nc2ccc(C)c(Cl)c2)c2ccccc2)c(C)o1 (stereo unspecified)	-16	-3.4	-2	4	2	-3	-1.7	3	5
CCOC(=O)CNC(=O)CSc1nc(C)cc(C)c1C#N	-4	-2.3	1	-4	-8	-4	-1.7	4	2
CC1=C(C)CC(C(=O)N2CCN(Cc3ccc4c(c3)OCO4)CC2)C(C(=O)O)C1 (stereo unspecified)	-6	-1.1	-4	2	-1	-6	-2.1	2	4
OCCN(CCO)c1ccc2ccccc2c1	-7	-0.9	-5	-2	0	20	2.4	-1	3
CSc1ccccc1NC(=O)CN(C)S(=O)(=O)c1ccc(F)cc1	23	-3.4	-15	-6	-7	5	-4.0	2	-2
Cc1cc(/C=N\O)c(C)n1-c1ccncc1	0	-2.2	11	1	-1	3	0.4	2	3
CN(C)Cc1ccc(CNC(=O)COc2ccc3ccccc3c2)cc1	-30	-3.9	0	11	5	-3	-0.6	-1	8
COc1cc(/C=C/C(=O)O)cc(S(=O)(=O)N(C)CCO)c1OC	14	-2.9	3	4	-6	4	0.1	5	8
CCCN(C#N)c1nc(NCC)nc(NC(C)C)n1	11	-4.0	3	-14	-1	3	1.0	8	7
Fc1ccc(OCCCCCCN2CCCC2)cc1	-15	-1.8	-6	2	-6	-11	-1.3	3	2
CC(C)(C)c1ccc(OCC(=O)N2CCN(C=O)CC2)cc1	-4	-3.2	-1	-8	0	-1	-1.6	-2	2
COc1ccccc1N1CCN(S(=O)(=O)c2cccc(F)c2)CC1	18	-2.1	-7	-16	-10	-7	-1.0	5	2
CN(C)CCNC(=O)c1onc(CSc2nc3ccccc3[nH]2)c1C(=O)NCCN(C)C	-7	0.1	-2	29	-4	13	-0.1	3	1
CCOC(=O)C1=C(C)NC2=C(C(=O)CCC2)C1c1ccc(N(C)C)cc1 (stereo unspecified)	11	0.5	1	-3	-5	-7	0.2	-5	0
CC1CCCCN1C(=O)CSc1nnc(-c2cccs2)o1 (stereo unspecified)	10	-2.2	-8	-16	-14	1	-0.8	2	3
Cc1cccc(NC(=O)c2ccccc2C(=O)O)c1	-9	-1.5	0	4	-4	-13	-0.6	5	4
O=C1CC(Sc2ccc(Cl)cc2)C(=O)N1c1ccc2c(c1)OCCO2 (stereo unspecified)	-10	-2.7	-13	-15	0	12	-0.3	9	-3
O=C(CCS(=O)(=O)c1ccc(Br)s1)Nc1ccccc1Br	-2	-1.1	1	-14	-32	2	-0.9	-3	1
COc1ccc(CNC(=O)Nc2ccc(C)c(C)c2)cc1	4	-2.9	-8	-6	5	-3	-4.6	0	4
O=C(CSc1nc2nc(-c3cccs3)cc(C(F)(F)F)c2c(=O)[nH]1)Nc1ccc(F)c(F)c1	56*	-0.5	-16	-1	-6	32	5.3	6	-1
CCc1nc(N2CCN(C(=O)c3ccco3)CC2)c(C#N)c2c1COC(C)(C)C2	3	-1.6	-4	-32	7	-4	-2.6	11	4
Oc1cccc(Nc2nc(N3CCOCC3)nc(N3CCOCC3)n2)c1	-16	-0.7	-4	-23	-5	9	-2.6	x	3
Nc1nc2n(n1)C(c1cccs1)CC(c1ccc(Br)cc1)N2 (stereo unspecified)	5	-1.8	3	-18	-7	11	-1.1	1	-3
O=C(CN1C(=O)NC2(CCCC2)C1=O)Nc1cc(S(=O)(=O)N2CCOCC2)ccc1OCC(F)(F)F	9	-0.3	-10	-19	-3	-3	1.6	-1	5
CCC(C)c1ccc(NC(=O)COC(=O)C2=COCCO2)cc1 (stereo unspecified)	2	-1.4	5	-11	0	-4	-2.3	1	0
Cc1ccc(-c2nnc(OCc3cccnc3)c3ccccc23)cc1	10	-1.2	1	-36	-19	-5	0.9	6	-6
CC(C)(C)NC(=O)CSc1nnc(SCC(=O)NC(C)(C)C)s1	14	-3.4	-8	-6	4	-3	-2.6	-3	4
COc1ccc(Cl)cc1N1C(=N)SCC1=O	13	-0.8	-5	0	-13	-4	-2.5	4	-4
COc1ccc(NC(=O)[C@H](Cc2c[nH]c3ccccc23)NC(=O)[C@@H]2Cc3ccccc3CN2)cc1	9	-2.0	-4	2	-1	-101	-2.8	-2	8
CCn1nc(C(=O)Nc2cccc3ccccc23)c(Cl)c1Cl	-1	-3.2	2	-10	2	13	-4.7	-4	6
COc1ccc(NC(=O)C2CCN(c3ncnc4c3nc3n4CCCCC3)CC2)cc1Cl	10	-0.3	-4	-21	3	2	-2.6	-3	0
O=C(CSc1ncn[nH]1)NCCc1ccccc1	13	-2.9	9	-4	-17	-8	-2.6	3	10
O=C(CNS(=O)(=O)c1ccccc1)OCC(=O)c1ccc([N+](=O)[O-])cc1	0	-2.8	33*	2	-9	6	0.8	8	-2

New compounds follow:
SMILES	SUMO HTRF inh	IMP-1 inh	PfM18AAP inh	FID counter	p-CIP stab down	NS3 helicase inh	VIM-2 inhibitor	IDE cell inh	IDE cell activ
CC(=O)N1CCN(CC(=O)Nc2ccc3c(c2)CCC3)CC1	-9	0.7	12	-13	-1	-3	-0.8	2	4
COc1ccccc1N1CCN(C(=O)c2sc3nc4n(c(=O)c3c2C)CCC4)CC1	x	-1.5	1	-31	6	7	-1.6	13	-7
Cc1cc2ccccc2n1CCC(=O)O	11	-2.2	10	-19	-7	-1	-2.3	7	2
CCn1c(SCC(=O)c2ccc(OC)cc2)nnc1C1CC1	-2	-1.6	1	0	-2	0	-2.0	8	3
Nc1nnnn1CC(=O)N/N=C/C=C/c1ccccc1	7	-3.6	5	-1	-2	-3	-1.2	0	x
CC(C)(C)c1ccc(-c2noc(CCC(=O)Nc3cccnc3)n2)cc1	-14	-1.7	-4	-20	-3	-10	-2.1	-1	4
Cn1c(=O)c2c(nc(-c3ccccc3)n2C)n(Cc2ccccc2)c1=O	-8	-3.1	-3	-8	-5	2	-0.3	-3	-1
COc1ccc(NC(=O)CCNC(=O)Cn2ccc3ccccc3c2=O)c(OC)c1	6	-2.8	4	-10	-5	1	-2.9	6	-6
Cc1nnc(SCC(=O)Nc2cc(C(C)(C)C)nn2-c2ccccc2)s1	6	-1.7	-3	-17	-9	-4	-1.3	-1	1
CCn1c(CSc2nc(C)cc(C)n2)nnc1SCC(=O)N1CCCc2ccccc21	15	-2.9	5	-34	-12	-1	-3.2	8	1

Compounds were not picked by outcome; about 3.6% have a hit in one of these screens.
